Screening results deposited in PubChem by National Center for Advancing Translational Sciences (NCATS).
AT treatment – potential ataxia-telangiectasia treatment | […] A-T fibroblasts, KAP-1 phosphorylation AlphaLISA; neocarzinostatin DNA damage 30 min before lysis | Potency, µM (series often up to 57.5 µM), for inactives: at the top dose activation, actives largely listed as activators | 320,000 tested, 0.19% active | AID 485349; note: potency is the fitted concentration of half-maximal effect; % of control where 0% means no effect; nearly all actives have a fitted effect of over 45% in size
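hTERT-immortalized A-T patient fibroblasts ([…]), 500 cells/well in OPTI-MEM, 1% FBS, got compounds for 60 min, then NCS for 30 min at 37C. Lysates were then assayed for phospho-KAP-1 by AlphaLISA (anti-pKAP1 donor, anti-KAP1 acceptor beads), 6 hr at 25C.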
TCR act – activators of T cell receptors | AID 504894 | 330,000 tested, under 10 active | Potency, µM (doses to about 9.22 µM), inactives show at the highest dose activation of IL-2 secretion, actives largely listed as activators | primary human leukocytes, anti-CD3, IL-2 HTRF, 48 h; note: % of control where 0% means no effect
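HTRF read-out of IL-2 secretion: europium cryptate donor excited at 320nm, d2 acceptor emission at 665nm. Cells were primary human leukocytes incubated 48 hr with compounds and a-CD3 beads, supplying TCR signal only.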
CXXC DNA block – MLL CXXC-DNA interaction inhibition; MLL-CXXC / FITC-HOXA9 DNA fluorescence polarization; Potency, µM (series often up to 115 µM), inactives show at the top dose activity change, negative = inhibition, usual class: inhibitors; Q03164; AID 2662; 290,000 tested, 0.037% active; active = well fitted inhibition curve with a large enough effect in the polarisation, with a control signal flat, not every such curve was filed as active; inconclusive = small, poorly fitted or top-dose-only effect, or effect the other way, or a change in a side signal; inactive = no such curve, though single readings can be large or run the other way; the % refers to the polarisation; note: potency is the fitted concentration of half-maximal effect
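Fluorescence polarization: 7 uM MLL-CXXC (stock) preincubated 5 min with compounds, then 50 nM fluorescein-HOX-A9 DNA (stock) added; 30 min ambient. Buffer 50 mM Tris-HCl pH 7.5, 50 mM NaCl, 1 mM DTT, 0.05% BSA.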
ELG1 repair inh – blocks ELG1-dependent DNA repair in HEK293T cells; HEK293T ELG1-luciferase reporter, luminescence, 16 h; DNA damage induced by 5-fluorouridine; Potency, µM (doses to about 46.1 µM), inactives show top-dose activity change, negative = inhibition, actives largely listed as inhibitors; 330,000 tested, 2.3% active; note: potency is the fitted concentration of half-maximal effect; % is set by controls: 0 for no effect and ±100 for the full control effect; nearly all actives have a fitted effect of over 55% in size
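5-Fluorouridine DNA damage + compound/DMSO, 2,000 cells/well, 16 h, 37 °C/5% CO2. ONE-Glo, 30 min RT, luminescence. Readout = decrease in reporter signal.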
TRPV1 ag – agonists of human vanilloid receptor 1 (TRPV1); Q8NER1; TRPV1-expressing cells, Fluo-8 calcium influx, agonist mode; activation, % at 8.33 µM; 320,000 tested, 0.19% active; AID 540275; in the data active = activation above about 80%; inconclusive = between about 30% and that limit; note: 0% is about no effect
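Fluo-8 calcium influx in TRPV1-expressing cells, kinetic read (ex 480/em 520 nm). Compound added and read 3 min for agonist activity, followed by capsaicin at EC20 final and 2 min further read for enhancement.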
a7 integrin act – activators of alpha7 integrin expression for muscular dystrophy; 350,000 tested, 0.064% active; AID 624291; Potency, µM (doses to about 38.3 µM), inactives show at the top dose activation, actives largely listed as activators; alpha7betagal myoblasts, beta-gal FDG fluorescence, 48 h;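 note: potency is the fitted concentration of half-maximal effect; 100% = response of the positive control SU9516; nearly all actives have a fitted effect of over 60% in size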
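Alpha7betagal+/- myoblasts (passage 13) were plated 16-24 hr, then exposed to compounds (1:260 dilution of DMSO stock) for 48 hours at 37C. After MPER lysis, β-galactosidase reporter activity was read as FDG fluorescence (ex 480/em 540) after 30 minutes.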
B2AR arrestin – recruits beta-arrestin to the human beta2-adrenergic receptor | beta-arrestin recruitment to beta2AR, cell-based reporter | Potency, µM (top dose mostly 46.1 µM), inactives show at the highest dose activation, most hits filed as activators | 330,000 tested, 0.02% active | AID 492947;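 note: potency is the fitted concentration of half-maximal effect; 0% = DMSO controls and full agonism = EC100 isoproterenol or metaproterenol; nearly all actives have a fitted effect of over 65% in size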
Target sequence (P07550 whole entry, looked up): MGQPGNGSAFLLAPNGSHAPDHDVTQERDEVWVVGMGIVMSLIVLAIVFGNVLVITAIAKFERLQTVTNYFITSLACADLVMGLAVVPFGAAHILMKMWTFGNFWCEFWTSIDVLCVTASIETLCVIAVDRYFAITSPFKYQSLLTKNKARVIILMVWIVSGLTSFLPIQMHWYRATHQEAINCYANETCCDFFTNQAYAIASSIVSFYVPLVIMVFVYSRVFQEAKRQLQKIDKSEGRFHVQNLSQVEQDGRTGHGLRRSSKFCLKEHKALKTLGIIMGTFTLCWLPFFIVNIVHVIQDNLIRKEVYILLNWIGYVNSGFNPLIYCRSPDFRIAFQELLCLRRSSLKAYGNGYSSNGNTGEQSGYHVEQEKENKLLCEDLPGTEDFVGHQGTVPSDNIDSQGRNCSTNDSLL
BRCA1 expr up – increases BRCA1 expression; 380,000 tested, 1.1% active; MCF7-BRCA1-FFLuc reporter, luminescence, 48 h; response scale: scaled: vehicle 0%, 10 µM genistein 100%; AID 624202; Potency, µM (top dose mostly 46.1 µM), for inactives: top-dose activation, usual class: activators; note: potency is the fitted concentration of half-maximal effect; nearly all actives have a fitted effect of over 80% in size; some results filed as inactive show a strong effect at the top dose
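Quantitative HTS in MCF7 cells stably reporting BRCA1 expression via firefly luciferase. Compound treatment lasts 48 h at 37 °C in phenol-red free MEM. Activation is expressed relative to genistein at 10 microM and DMSO.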
TSG101-PTAP inh – blocks PTAP/TSG101 interaction to inhibit HIV-1 budding | Q99816 | Fluorescence polarization, FITC-PTAP peptide / Tsg101 binding | Potency, µM (series often up to 115 µM), without a hit: at the top dose activity change, negative = inhibition, usual class: inhibitors | 340,000 tested, under 10 active; active = well fitted inhibition curve with a large enough effect in the main read-out, with a control signal flat, not every such curve was filed as active; inconclusive = small, poorly fitted or top-dose-only effect, or effect the other way, or a change in a side signal; inactive = no such curve, though single readings can be large or run the other way; note: potency is the fitted concentration of half-maximal effect; % of control where 0% means no effect
Target sequence (Q99816 whole entry, looked up): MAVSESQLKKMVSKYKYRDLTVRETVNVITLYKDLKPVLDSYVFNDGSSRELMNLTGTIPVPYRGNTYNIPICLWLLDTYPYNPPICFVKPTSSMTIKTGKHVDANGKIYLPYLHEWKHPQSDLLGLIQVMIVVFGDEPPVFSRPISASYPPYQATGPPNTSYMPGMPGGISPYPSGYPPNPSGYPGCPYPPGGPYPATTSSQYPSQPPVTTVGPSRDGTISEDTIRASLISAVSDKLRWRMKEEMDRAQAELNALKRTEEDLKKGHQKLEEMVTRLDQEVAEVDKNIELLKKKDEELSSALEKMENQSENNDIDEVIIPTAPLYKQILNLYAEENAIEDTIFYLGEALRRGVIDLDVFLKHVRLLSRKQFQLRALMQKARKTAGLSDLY
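Fluorescence anisotropy tracks displacement of a FITC-tagged PTAP peptide (50 nM) from the Tsg101 binding domain (10 uM), following a 20 min room-temperature incubation at pH 7.5.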
p53 reactivation – restores transcriptional activity of mutant p53. 320,000 tested, 0.063% active. Potency, µM (series often up to 92.2 µM), without a hit: at the top dose activity change, positive = activation, hits mostly activators. H1299 p53-A138V BP100-luciferase reporter, luminescence, 24 h; note: potency is the fitted concentration of half-maximal effect; % of control where 0% means no effect; nearly all actives have a fitted effect of over 45% in size
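p53-null H1299 cells stably carrying temperature-sensitive p53-A138V and a BP100-luciferase reporter were pinned with compounds (4-point, 1:5 series) and held 24 hrs at 37 deg C. Luminescence was read 10 min after detection reagent.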
* = called active by the depositor; ? = inconclusive; . = not tested or not shown; & = joins results of further samples; [ ] = another dose, or the depositor's remark. Unless noted, calls come from the whole dose curve; as a rule, active = well fitted curve in the direction sought with a large enough effect; inconclusive = small, poorly fitted or top-dose-only effect, or another doubt; inactive = no such curve, though single readings can be large; an effect the other way counts as inactive or inconclusive.

Order of values: CXXC DNA block	p53 reactivation	TRPV1 ag	a7 integrin act	B2AR arrestin	BRCA1 expr up	AT treatment	ELG1 repair inh	TSG101-PTAP inh	TCR act
C#CCSc1nc(N)c2c(n1)OC(N)=C(C#N)C2c1cccnc1 (stereo unspecified)
→ -4%	-3%	-4	-15%	-1.0%	0%	0%	3%	-1%	-2%
CCOC(=O)CNC(=O)CSc1nc(Cc2ccccc2)nc2ccccc12
→ -4%	17%	3	-30%	-0.1%	-16%	2%	-17%	-4%	-9%
CCOC(=O)CC(Nc1nc(N2CCOCC2)nc(N2CCOCC2)n1)c1ccccc1Cl (stereo unspecified)
→ -4%	-1%	.	-22%	-0.4%	0%	-1%	9.2µM*	-4%	21%
O=C1c2ccccc2C(=O)N1CCCP(=O)(O)CCc1ccccc1
→ -2%	3%	-2	-5%	0.1%	-11%	7%	-2%	0%	-9%
CCOc1ccc(CCNC(=O)Cn2nc(C)n3cccc3c2=O)cc1OCC
→ 66%[activator]	5%	1	-34%[inhibitor]	0.1%	-1%	5%	0%	-5%	-7%
C/C(Cc1ccccc1)=N\NC(=O)CNC(=O)c1ccccc1F
→ -1%	1%	-1	0%	-0.9%	44%	2%	?	-7%	-1%
C=CCNC(=O)c1snnc1-c1ccccc1
→ 7%	-3%	2	6%	-0.3%	-4%	1%	-1%	-1%	-6%
Cc1cccc(-c2oc3ccc(-c4ccc5c(c4)OCO5)cc3c2-c2ccc(OC3CCCCO3)cc2)c1 (stereo unspecified)
→ .	.	.	14%	.	1%	.	.	-2%	1%
Cc1ccc(NS(=O)(=O)c2ccc(-c3coc(C)n3)cc2)c(Br)c1
→ 5%	-3%	1	1%	-0.6%	0%	1%	0%	1%	6%
C#CCN1[C@@H]2CCN(C2)c2cc(Br)ccc2S1(=O)=O
→ .	.	.	5%	.	0%	.	.	0%	-8%
CCc1cc(=O)oc2c(C)c(O[C@@H]3O[C@H](CO)[C@@H](O)[C@H](O)[C@H]3O)ccc12
→ 1%	-3%	0	-6%	0.4%	-1%	0%	-16%	-5%	-9%
CCn1c(SCC(=O)N2CCOCC2)nc2sc3c(c2c1=O)CCCC3
→ -3%	-3%	?	-3%	-0.1%	-15%	-1%	5%	-6%	-4%
COCCNc1c2c(nc3c(-c4ccccc4)c(C)nn13)CCCC2
→ -1%	2%	27	-5%	-0.2%	-32%	-2%	?	-12%	7%
COc1cc2ccccc2cc1C(=O)NC(=S)Nc1cc(C(=O)O)ccc1C
→ -17%	-5%	-3	19%	-1.0%	0%	-2%	0%	-5%	-2%
COc1ccc(/C=C/C(=O)O/N=C(\N)c2ccccn2)cc1OC
→ .	?	.	-17%	-0.7%	150%	2%	?	-20%	2%
Cc1ccc(S(=O)(=O)N2CCOCC2)cc1C(=O)Nc1ccc2c(c1)CCC2
→ 5%	0%	83*	6%	-0.5%	2%	-2%	?	-10%	-7%
CCn1c(COc2ccc(=O)n(-c3ccccc3)n2)nnc1SCc1ccccc1
→ 7%	-5%	3	5%	3.2%	-2%	3%	6%	-3%	2%
Cc1ccc(-c2nn(Cc3ccccc3)cc2/C=C/C(=O)O)cc1
→ -4%	-6%	-4	8%	-0.3%	6%	6%	18%	0%	-2%
COc1ccc(C)cc1NC(=O)CCS(=O)(=O)c1ccc2c(c1)CCN2C(C)=O
→ 1%	-2%	8	-23%	0.0%	2%	-6%	0%	2%	3%
CCOC(=O)c1c(CSc2ccsc2)n(C)c2cc(Br)c(O)c(CN(C)C)c12
→ 10%	0%	14	-2%	3.4%	-8%	8.9µM*	-12%	-4%	-1%
COc1ccc(NC(=O)C2CCCN(S(C)(=O)=O)C2)c(OC)c1 (stereo unspecified)
→ 4%	5%	-3	-6%	-0.4%	-12%	2%	3%	-1%	2%
Cc1ccc(NC(=O)CCCn2nc(C)c3c(C)n(-c4ccccc4)nc3c2=O)c(Cl)c1
→ 1%	1%	-1	3%	0.5%	-4%	-5%	0%	-7%	4%
Cc1nc(N2CCCCC2)sc1C=O
→ 2%	4%	2	.	0.1%	.	1%	-8%	.	.
Cc1ccc(C(=O)Nc2ccc(Cl)cc2C(F)(F)F)c(Cl)c1
→ 10%	?	29	17%	0.4%	?	10%	?	0%	-5%[46.1 µM]
COC(=O)c1scc(C)c1NC(=O)C1CCCCC1
→ -8%	-8%	1	12%	-0.1%	-11%	5%	1%	-8%	1%
COc1cccc(CC2(CO)CCCN(Cc3nc(-c4cccs4)oc3C)C2)c1 (stereo unspecified)
→ 7%	-2%	9	8%	-0.3%	-33%	4%	6%	-1%	3%
CCCC(O)(CCC)C(=O)NN(C(=O)CCl)c1cccc(C)c1
→ -5%	-28%	4	0%	-0.2%	-68%	-8%	?	-3%	-3%[46.1 µM]
Cc1cccc(NC(=O)CCC(=O)N/N=C/c2ccco2)c1
→ -6%	3%	1	-1%	-0.5%	-16%	0%	-1%	-8%	-2%
CC(=O)Nc1ccc(S(=O)(=O)N(C)CC(=O)OCC(=O)N2CCc3ccccc32)cc1
→ -1%	-3%	1	-8%	-0.1%	18%	0%	3%	-4%	2%
COC(=O)NCC(c1cccnc1)N1CCN(c2ccccc2)CC1 (stereo unspecified)
→ 1%	-9%	0	13%	-0.7%	-8%	1%	0%	-2%	-2%[46.1 µM]
Cn1nc(C(F)(F)F)c(-c2ccc(F)cc2)c1NC(=O)c1cccnc1
→ 5%	-3%	0	4%	-0.5%	-18%	-2%	1%	-2%	6%
CC1CCCC(C)N1/N=C/c1ccc(O)c(O)c1 (stereo unspecified)
→ 0%	?	1	-4%	0.4%	9%	-7%	12%	-4%	4%
O=C(Nc1ccc(C(=O)NCc2ccc(F)cc2)cc1)C1=CSCCO1
→ 20%	6%	9	-22%	-0.2%	?	3%	?	0%	-5%
O=C(COc1ccc2ccccc2c1Br)N1CCCC1
→ 3%	2%	8	4%	0.4%	75%	27%	?	-3%	8%
COc1cccc(Nc2ccccc2C(=O)O)c1
→ -9%	8%	-4	9%	-0.3%	?	-2%	?	0%	17%
Cc1ccc(OCC(=O)N(C)CC(=O)Nc2cccc(F)c2)cc1
→ ?	-8%	1	22%	0.2%	-16%	11%	-1%	.	-1%
N#Cc1c(C(F)(F)F)cc(C2CC2)nc1N1CCCC1
→ -2%	-2%	-1	17%	-1.1%	-62%	28%	?	0%	0%
CCC(C)[C@H](NC(=O)N1c2ccccc2NC(=O)[C@@H]1C(C)C)C(=O)N[C@@H](Cc1ccccc1)C(=O)O (stereo partly specified)
→ 11%	5%	-1	14%	-1.5%	8%	1%	-5%	-8%	-8%
O=C1COc2ccc(C(=O)C[n+]3cccc(O)c3)cc2N1
→ 9%	-1%	-1	8%	0.7%	-5%	2%	10%	-1%	-2%
Nc1ccc(C(=O)N2CCN(S(=O)(=O)/C=C/c3ccccc3)CC2)cc1[N+](=O)[O-]
→ .	-13%	-1	-10%	-0.2%	-10%	-3%	-4%	-4%	2%
Cc1cc(=O)cc(C)n1-c1ccccc1N1CCOCC1
→ -1%	-8%	-1	6%	-0.5%	1%	4%	14%	-3%	1%
O=S(=O)(c1ccc2nc(N3CCN(c4ccccc4F)CC3)ccc2c1)N1CCCCC1
→ 12%	-1%	2	25%	-1.5%	-6%	19%	0%	-1%	-6%
COc1ccc(-c2noc(CCC(=O)NCCc3ccccc3)n2)cc1OC
→ 69%[activator]	4%	16	-15%	-0.7%	-12%	1%	3%	-1%	4%
C#CC(CC)(CC)NC(=O)Nc1ccccc1C(=O)OC
→ 2%	3%	18	1%	-0.1%	-5%	1%	-1%	-12%	-5%
COc1ccc(Cl)cc1NC(=O)Cn1nnc(C(=O)NCc2ccc3c(c2)OCO3)c1N
→ -17%	-9%	4	4%	-0.3%	-14%&-33%	2%	5%	-8%	0%
Cc1ccc(/C=C2\SC(=S)N(CCCC(=O)Nc3cc(C)on3)C2=O)cc1
→ -1%	-13%	-6	15%	0.0%	-67%	13%	26%	-3%	4%
N=C1C(c2nc3ccccc3s2)=C(O)CN1Cc1ccco1
→ -4%	?	4	5%	-0.4%	7.1µM*	0%	?	-8%	.
COC(=O)C[C@H](NC(=O)Cn1cnc2c(NCc3ccccc3)ncnc21)C(=O)OC
→ .	-6%	.	2%	-0.1%	-1%	-12%	14%	0%	-1%[46.1 µM]
O=C(O)c1ccccc1-c1nnc2c(Cl)cc(C(F)(F)F)cn12
→ 8%	2%	-2	34%	-0.8%	9%	-10%	9%	-1%	-4%
Cc1ccnc(NC(=O)CCCc2ccccc2)c1
→ -3%	?	-10	1%	2.8%	11µM*	1%	?	-1%	-1%[46.1 µM]

An unsorted share of the library; any-hit rate near 3.8%.
